# ROS inducer: raises reactive oxygen species in U2OS cancer cells | hit rate 2% among 46,000 | AID 624156 | ROS induction (% of piperlongumine), % at 10 µM | U2OS ROS induction, H2DCF-DA fluorescence; in the data active = ROS induction above about 79%, passing the limit was not always enough;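 note: 0% = DMSO vehicle median and 100% = reference compound median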
# Starred values were filed as active, the others as inactive. Only part of the results is shown; count on the stated rates, not on these rows.
SMILES,ROS inducer
C[C@@H]1CN([C@H](C)CO)C(=O)Cc2cc(NC(=O)Cc3cn(C)c4ccccc34)ccc2O[C@H]1CN(C)S(=O)(=O)c1ccc(Cl)cc1,22.0
C[C@H]1CN([C@@H](C)CO)C(=O)Cc2cc(NC(=O)Nc3ccc4c(c3)OCO4)ccc2O[C@@H]1CN(C)C(=O)Nc1ccccc1,-1.1
C[C@@H]1CN([C@H](C)CO)C(=O)Cc2cc(NC(=O)CCN3CCOCC3)ccc2O[C@H]1CN(C)S(=O)(=O)c1ccc(F)cc1,-8.4
CC(C)NC(=O)N(C)C[C@H]1Oc2ccc(NC(=O)Cc3ccccc3)cc2C(=O)N([C@@H](C)CO)C[C@H]1C,-6.4
C[C@@H]1CN([C@@H](C)CO)C(=O)c2cccc(NC(=O)NC3CCCCC3)c2O[C@@H]1CN(C)Cc1ccccc1,28.7
COc1c(-c2ccccc2)oc2c(CC=C(C)C)c3c(c(OC)c2c1=O)C=CC(C)(C)O3,15.9
Cc1cc(C)c(C#N)c(SCSCc2ccccc2)n1,60.2
O=C(c1ccc([N+](=O)[O-])cc1)N(Cc1cc2ccccc2[nH]c1=O)c1ccccc1,32.8
C[C@H]1CN([C@@H](C)CO)C(=O)CCCn2nncc2CO[C@@H]1CN(C)Cc1ccc(Oc2ccccc2)cc1,48.7
COC(=O)c1cc2c(s1)CS(=O)C2 (stereo not drawn),-0.6
Cc1ccc(S(=O)(=O)N(C)C[C@H]2Oc3ccc(NC(=O)CCC(F)(F)F)cc3C(=O)N([C@H](C)CO)C[C@H]2C)cc1,-14.1
C[C@@H]1CN([C@H](C)CO)C(=O)c2cc(N(C)C)ccc2O[C@@H]1CN(C)S(=O)(=O)c1cn(C)cn1,-8.1
COc1cc(OC)cc(-c2nnc(SCC(=O)Nc3cc(C(F)(F)F)ccc3Cl)o2)c1,-15.8
FC(F)(F)COc1nc(NCCOC23CC4CC(CC(C4)C2)C3)nc(OCC(F)(F)F)n1,36.8
COc1cccc(S(=O)(=O)N(C)C[C@@H]2Oc3ncc(C#CCN(C)C)cc3C(=O)N([C@H](C)CO)C[C@@H]2C)c1,-6.2
C[C@H](CO)N1C[C@H](C)[C@H](CN(C)Cc2ccc(C(F)(F)F)cc2)Oc2ccc(NS(=O)(=O)c3ccccc3)cc2CC1=O,11.7
Cc1ccn2cc(CCNC(=O)c3ccc(C(F)(F)F)cc3)nc2c1,3.2
CCOC(=O)N(C)C[C@@H]1OCc2cnnn2CCCC(=O)N([C@H](C)CO)C[C@@H]1C,4.2
C[C@H]1CN([C@@H](C)CO)C(=O)c2cc(NC(=O)CCCCCC(=O)Nc3ccccc3N)ccc2O[C@@H]1CN(C)Cc1ccncc1,15.2
C[C@H]1CN([C@@H](C)CO)C(=O)CCCn2nncc2CO[C@@H]1CN(C)S(=O)(=O)c1ccc(Oc2ccccc2)cc1,38.9
C[C@@H]1CN([C@@H](C)CO)C(=O)c2cccc(NC(=O)c3ccc(-c4nccs4)cc3)c2O[C@H]1CN(C)S(C)(=O)=O,-2.0
C[C@H]1CN([C@@H](C)CO)C(=O)Cc2cc(NC(=O)C3CC3)ccc2O[C@H]1CN(C)C,-15.4
C[C@@H]1CN([C@@H](C)CO)C(=O)CCCn2nncc2CO[C@@H]1CN(C)Cc1ccccc1C(F)(F)F,2.3
C[C@H]1CN([C@@H](C)CO)C(=O)c2cccc(NS(C)(=O)=O)c2O[C@H]1CN(C)C(=O)Nc1ccc2c(c1)OCO2,-2.1
O=C1c2ccccc2[C@@]2(Cc3ccccc3N(Cc3ccccc3)C2=O)[C@H](c2ccc(CO)cc2)N1C1CCCCC1,3.8
# More compounds
SMILES,ROS inducer
COc1ccc(NC(=O)C(C)N(c2ccc(Cl)cc2)S(C)(=O)=O)cc1 (stereo not drawn),-5.6
CCc1cccc(NC(=O)C2CCN(Cc3cnn(-c4ccccc4)c3-n3cccc3)CC2)c1,6.2
C/C=C(\C)C(=O)OC1C(OC(=O)/C=C(/C)CC(=O)O)C2(CO)C(O)CC3(C)C(=CCC4C5(C)CCC(OC6OC(C(=O)O)C(O)C(OC7OC(C)C(O)C(OC8OC(CO)C(O)C(O)C8O)C7O)C6O)C(C)(C)C5CCC43C)C2CC1(C)C (stereo not drawn),-24.0
C[C@@H]1CN([C@@H](C)CO)C(=O)c2cc(NC(=O)Cn3cnnn3)ccc2O[C@@H]1CN(C)Cc1ccccc1,-0.8
O=C1O[C@H](c2ccccc2)[C@H](c2ccccc2)N2[C@H]1[C@@H](C(=O)N1CCN(c3ncccn3)CC1)[C@]1(C(=O)Nc3ccccc31)[C@H]2c1ccc(O)cc1,35.3
COc1cccc(-n2c(=S)sc3c(=O)n(-c4ccccc4)c(SCC4OCCO4)nc32)c1,11.9
O=c1oc(-c2cc3ccccc3o2)nc2sc3c(c12)CCCC3,24.8
CC(C)(Oc1ccc(Cl)cc1)C(=O)Nc1ccccc1-c1nc2ccccc2s1,0.3
C[C@@H]1CN([C@H](C)CO)C(=O)c2cccc(NC(=O)Nc3ccccc3)c2O[C@H]1CN(C)S(=O)(=O)c1ccc(Cl)cc1,-6.5
C[C@H](CO)N1C[C@H](C)[C@H](CN(C)Cc2cccc(C(=O)O)c2)OCc2cnnn2CCCC1=O,-6.8
C[C@@H]1CN([C@H](C)CO)C(=O)c2cccc(NC(=O)C3CCCCC3)c2O[C@H]1CN(C)C(=O)Nc1ccc2c(c1)OCO2,-2.6
Cc1ccc(S(=O)(=O)N(C)C[C@H]2Oc3c(NS(=O)(=O)c4cn(C)cn4)cccc3C(=O)N([C@@H](C)CO)C[C@@H]2C)cc1,-13.8
C[C@H](CO)N1C[C@H](C)[C@H](CN(C)C(=O)Nc2ccc(F)cc2)Oc2c(NC(=O)Nc3ccc(F)cc3)cccc2C1=O,-9.2
Cc1cc(C)c(NC(=O)CN(c2ccc(C)c(C)c2)S(C)(=O)=O)c(C)c1,-1.4
CC(C)NC(=O)Nc1cccc2c1O[C@@H](CN(C)S(=O)(=O)c1ccccc1)[C@H](C)CN([C@H](C)CO)C2=O,-1.7
CN(CC(=O)O)S(=O)(=O)c1ccc(F)cc1,-8.4
C[C@@H]1CN([C@H](C)CO)C(=O)CCCn2cc(nn2)CO[C@H]1CN(C)S(=O)(=O)c1ccc2ccccc2c1,1.6
C=CCN(C(C)=O)c1nc(C)c(Br)c(OC)n1,0.0
C[C@@H]1CCCCO[C@@H](CN(C)Cc2ccc3c(c2)OCO3)[C@@H](C)CN([C@H](C)CO)C(=O)c2cc(NC(=O)Nc3ccc4c(c3)OCO4)ccc2O1,12.4
CCn1c2ccccc2n2c(SCc3nc4ccccc4[nH]3)nnc12,2.4
C[C@@H]1CN([C@H](C)CO)C(=O)c2cc(NC(=O)CCCN(C)C)ccc2O[C@H]1CN(C)Cc1ccc2c(c1)OCO2,3.0
O=C(CSc1nc(-c2ccccc2)cs1)Nc1ccccc1,-11.7
C[C@@H]1CN([C@H](C)CO)C(=O)Cc2cc(NS(=O)(=O)c3ccc(F)cc3)ccc2O[C@@H]1CN(C)C(=O)Nc1ccc(C(F)(F)F)cc1,-12.8
Cc1ccc(S(=O)(=O)Nc2ccc3c(c2)CC(=O)N([C@@H](C)CO)C[C@H](C)[C@H](CN(C)Cc2ccc(-c4ccccc4)cc2)O3)cc1,13.6
Cc1noc(C)c1NC(=O)Nc1ccc2c(c1)C(=O)N([C@H](C)CO)C[C@@H](C)[C@@H](CN(C)C(=O)Nc1c(C)noc1C)O2,-2.6
# Continued:
SMILES,ROS inducer
CCc1ccc(S(=O)(=O)Nc2ccc3oc(=O)sc3c2)cc1,0.7
C[C@@H]1CN([C@H](C)CO)C(=O)Cc2cc(NC(=O)Cc3cn(C)c4ccccc34)ccc2O[C@H]1CN(C)C(=O)Nc1ccccc1,8.4
CCOC(=O)c1cnn(CCOC(=O)c2ccccc2F)c1NC(=O)c1ccccc1F,-0.1
Cc1cc(I)ccc1-n1[nH]c(C(F)(F)F)cc1=O,-8.6
CNCC(O)c1ccc(OC(=O)C(C)(C)C)c(OC(=O)C(C)(C)C)c1 (stereo not drawn),-6.2
Cc1cccc(NC(=O)CSc2nnc(-c3cccc(Br)c3)n2-c2ccccc2)c1,-7.7
Cc1ccccc1NS(=O)(=O)c1cc(C(=O)NCC2CCCO2)ccc1C (stereo not drawn),-4.1
CC(C)NC(=O)Nc1ccc2c(c1)C(=O)N([C@@H](C)CO)C[C@@H](C)[C@H](CN(C)Cc1ccc(Oc3ccccc3)cc1)O2,1.5
COc1ccc(N(CC(=O)Nc2cccnc2)S(C)(=O)=O)cc1,45.3
C[C@H](CO)N1C[C@H](C)[C@@H](CN(C)C)Oc2c(NS(=O)(=O)c3cccs3)cccc2C1=O,-2.9
CN(C)CCN(Cc1cccs1)c1ccccn1,-11.2
COc1ccc(S(=O)(=O)N(C)C[C@@H]2Oc3ncc(-c4cccc(C(F)(F)F)c4)cc3C(=O)N([C@H](C)CO)C[C@@H]2C)cc1,11.4
C[C@H]1CN([C@@H](C)CO)C(=O)Cc2cc(NC(=O)Nc3ccc(F)cc3)ccc2O[C@H]1CN(C)S(=O)(=O)c1cn(C)cn1,-5.4
CCc1ccc(OCCCC(=O)NCc2ccco2)cc1,7.1
Nc1ccc(S(=O)(=O)Nc2cnc3ccccc3n2)cc1,-15.6
CCCCn1nc(NS(=O)(=O)c2ccc(C)cc2)c2cc3cccc(C)c3nc21,-0.8
OCC(O)C1OC(Nc2ccc(Cl)cc2)C(O)C1O (stereo not drawn),-7.1
Cc1noc(C)c1S(=O)(=O)N(C)C[C@@H]1Oc2ccc(NC(=O)C3CC3)cc2CC(=O)N([C@@H](C)CO)C[C@@H]1C,-1.7
C[C@@H]1CN([C@H](C)CO)C(=O)c2cccc(NC(=O)Nc3ccc(F)cc3)c2O[C@@H]1CN(C)Cc1ccc(Cl)c(Cl)c1,4.1
Cc1ccc(S(=O)(=O)Nc2ccc3c(c2)CC(=O)N([C@H](C)CO)C[C@H](C)[C@H](CN(C)Cc2ccc(-c4ccccc4)cc2)O3)cc1,28.8
C[C@@H]1CN([C@@H](C)CO)C(=O)c2cccc(NC(=O)c3ccncc3)c2O[C@H]1CN(C)Cc1ccc(Oc2ccccc2)cc1,21.6
CC(C)NC(=O)N(C)C[C@@H]1Oc2c(NS(=O)(=O)c3ccccc3)cccc2C(=O)N([C@@H](C)CO)C[C@H]1C,-6.1
CN(Cc1ccccc1)C(=O)c1cc(S(=O)(=O)N2CCCC2)cn1C,-6.1
C[C@@H]1CN([C@@H](C)CO)C(=O)Cc2cc(NC(=O)Nc3cccc4ccccc34)ccc2O[C@@H]1CN(C)S(=O)(=O)c1cn(C)cn1,-3.6
COc1ccc2c3c([nH]c2c1)[C@@H]1C[C@@H]2C(OC(C)=O)=COC(C)C2CN1CC3 (stereo partly drawn),49.6
# Going on with the list.
SMILES,ROS inducer
C[C@H](CO)N1C[C@H](C)[C@H](CN(C)Cc2ccc(-c3ccccc3)cc2)Oc2ccc(N(C)C)cc2C1=O,6.5
CN1C(=O)NC(c2ccccc2)C2=C1CC(C)(C)CC2=O (stereo not drawn),4.0
CCc1cccc(NC(=O)O[C@H]2[C@H](OC(=O)Nc3ccccc3)[C@@H](OC(=O)Nc3ccccc3)[C@@H](OC)O[C@@H]2CO)c1,54.9
C[C@H](CO)N1C[C@H](C)[C@H](CN(C)C(=O)NC2CCCCC2)Oc2ccc(NC(=O)Cc3ccccc3)cc2C1=O,4.0
CC1(C)C(=S)NC(c2ccccc2)N1O (stereo not drawn),31.1
Cc1nc(COc2ccc(C(C)(C)C)cc2)ncc1S(=O)(=O)c1ccc(Cl)cc1,20.2
CCCCN(C(=O)Nc1cccc2ccccc12)C1CCS(=O)(=O)C1 (stereo not drawn),32.8
C[C@@H]1CN([C@H](C)CO)C(=O)c2cc(NC(=O)CCC(F)(F)F)ccc2O[C@H]1CN(C)C(=O)Nc1ccc2c(c1)OCO2,-5.5
Cc1ccc(S(=O)(=O)Nc2cccc3c2O[C@@H](CN(C)C(=O)Nc2ccc4c(c2)OCO4)[C@H](C)CN([C@H](C)CO)C3=O)cc1,59.9
COc1ccc(NC(=O)N(C)C[C@@H]2OCCCC[C@@H](C)Oc3ccc(NS(C)(=O)=O)cc3C(=O)N([C@H](C)CO)C[C@@H]2C)cc1,2.1
O=C(CSc1nc2ccccc2c2nc3ccccc3n12)NCc1ccco1,-2.0
c1ccc(Cn2ccnc2SCc2nnc(-c3ccccc3)o2)cc1,105.3*
CC(C)(C)NC[C@@H](O)COc1cccc2c1CCCC2=O,-9.8
O=C(Nc1cc2c(ccc3ccccc32)oc1=O)c1ccccc1,-1.6
COc1ccc(NC(=O)Nc2ccc3c(c2)C(=O)N([C@@H](C)CO)C[C@H](C)[C@@H](CN(C)Cc2ccc4c(c2)OCO4)O3)cc1,-7.1
Cc1noc(C)c1NC(=O)N(C)C[C@@H]1Oc2ccc(N(C)C)cc2CC(=O)N([C@@H](C)CO)C[C@@H]1C,15.8
COc1ccc(NC(=O)N(C)C[C@H]2Oc3ccc(NC(=O)Nc4c(C)noc4C)cc3C(=O)N([C@@H](C)CO)C[C@@H]2C)cc1,-2.9
Cc1noc(C)c1NC(=O)Nc1ccc2c(c1)C(=O)N([C@H](C)CO)C[C@H](C)[C@@H](CN(C)Cc1ccc(C(=O)O)cc1)OCCCC[C@@H](C)O2,-5.5

# Taken from the listing (7 entries):
SMILES,ROS inducer
c1ccc(Cn2ccnc2SCc2nnc(-c3ccccc3)o2)cc1,105.3*
CC(C)(C)NC[C@@H](O)COc1cccc2c1CCCC2=O,-9.8
O=C(Nc1cc2c(ccc3ccccc32)oc1=O)c1ccccc1,-1.6
COc1ccc(NC(=O)Nc2ccc3c(c2)C(=O)N([C@@H](C)CO)C[C@H](C)[C@@H](CN(C)Cc2ccc4c(c2)OCO4)O3)cc1,-7.1
Cc1noc(C)c1NC(=O)N(C)C[C@@H]1Oc2ccc(N(C)C)cc2CC(=O)N([C@@H](C)CO)C[C@@H]1C,15.8
COc1ccc(NC(=O)N(C)C[C@H]2Oc3ccc(NC(=O)Nc4c(C)noc4C)cc3C(=O)N([C@@H](C)CO)C[C@@H]2C)cc1,-2.9
Cc1noc(C)c1NC(=O)Nc1ccc2c(c1)C(=O)N([C@H](C)CO)C[C@H](C)[C@@H](CN(C)Cc1ccc(C(=O)O)cc1)OCCCC[C@@H](C)O2,-5.5
